# Assay outcomes deposited in PubChem BioAssay by National Center for Advancing Translational Sciences (NCATS).
# PI4K2A inh = PI4K2A (human) kinase inhibition | Q9BTU6 | purified PI4K2A, ADP-Glo luminescence, 1 h; hits give low values | activity change, negative = inhibition, % at 76.9 µM | 420,000 compounds, 0.13% hits | AID 1346378; in the data active means activity change below about -50%; inconclusive means mostly about -30% to -49%;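 further: -100% = wells without enzyme as full effect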
#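 Compounds are screened against recombinant PI4K2A using PI as substrate and ATP, the latter dispensed at 300 microM. Reactions run one hour at ambient temperature before ADP-Glo detection; full inhibition defined by wells lacking enzyme.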
# IDH1 R132H inh = inhibitors of human mutant IDH1 R132H; O75874; IDH1-R132H enzyme, NADPH consumption, diaphorase/resazurin fluorescence; Potency, µM (highest dose often 76.6 µM), for inactives: at the highest dose activity change, negative = inhibition, most hits filed as inhibitors; 390,000 compounds, 0.093% hits; AID 602179; further: potency means the concentration at half of the fitted maximal effect; on the % scale 0 is the no-effect control and ±100 the full control effect; nearly all actives have a fitted effect of over 65% in size
# Target sequence (O75874 whole entry R132H, stated change not applied): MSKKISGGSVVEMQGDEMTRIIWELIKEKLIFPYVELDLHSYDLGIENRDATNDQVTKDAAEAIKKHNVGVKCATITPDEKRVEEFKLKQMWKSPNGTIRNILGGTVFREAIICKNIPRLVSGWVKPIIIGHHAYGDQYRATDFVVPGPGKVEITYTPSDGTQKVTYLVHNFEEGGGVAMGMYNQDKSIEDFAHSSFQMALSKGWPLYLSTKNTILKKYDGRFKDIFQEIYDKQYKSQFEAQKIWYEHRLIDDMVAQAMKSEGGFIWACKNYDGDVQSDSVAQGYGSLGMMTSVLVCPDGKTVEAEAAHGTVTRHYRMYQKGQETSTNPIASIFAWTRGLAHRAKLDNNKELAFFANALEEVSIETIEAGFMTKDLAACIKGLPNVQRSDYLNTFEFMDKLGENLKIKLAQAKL
#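 IDH1-R132H (0.5 ug/mL dispensed) in pH 7.5 Tris buffer was preincubated 30 min with compound, then given a substrate mix of 0.016 mM NADPH and 2 mM alpha-KG for 80 min at room temperature; remaining NADPH was read by diaphorase/resazurin fluorescence.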
# HP1b chromo inh = blocks HP1-beta chromodomain binding to methylated histone tails; P83916; AlphaScreen HP1-beta / biotin-H3K9me3 peptide binding; Potency, µM (titrated, usually from 114 µM), inactives show at the highest dose activity change, negative = inhibition, hits mostly inhibitors; 390,000 compounds, 0.56% hits; AID 540317; further: potency means the concentration at half of the fitted maximal effect; nearly all actives have a fitted effect of over 70% in size; inactives centre near 23
# Target sequence (P83916 whole entry, looked up): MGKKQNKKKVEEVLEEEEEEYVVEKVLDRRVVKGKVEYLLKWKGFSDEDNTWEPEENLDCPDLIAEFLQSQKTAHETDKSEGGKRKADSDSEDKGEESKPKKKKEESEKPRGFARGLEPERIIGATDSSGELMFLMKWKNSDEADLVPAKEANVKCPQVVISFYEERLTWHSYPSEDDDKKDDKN
#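 AlphaScreen: HP1-beta (50 nM) preformed 30 min with biotin-H3(1-18)K9me3 peptide (50 nM) in PBS pH 7.4, 0.01% Tween-20. Compound added for 30 min at RT, then streptavidin donor/nickel chelate acceptor beads (10 ug/mL) for 30 min.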
# GLS inh = inhibitors of human glutaminase (GLS) | Potency, µM (series often up to 45.5 µM), without a hit: at the highest dose activity change, negative = inhibition, usual class: inhibitors | 410,000 compounds, 0.21% hits | GLS enzymatic activity, qHTS titration; further: potency means the concentration at half of the fitted maximal effect; on the % scale 0 is the no-effect control and ±100 the full control effect
#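 Human kidney-isoform GLS in 45 mM KH2PO4 pH 8.2, 0.02% Tween-20, with compound, started with 1mM L-Glutamine (added stock). Glutamate oxidase/HRP/Amplex red coupled fluorescence read at start and after 30 min at RT.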
# Pin1 inhibitor = human Pin1 inhibition; Pin1 FP peptide displacement, HiFluor488, 10 min; Q13526; AID 504891; Potency, µM (series often up to 115 µM), for the others: at the top dose activity, negative = inhibition, hits mostly inhibitors; 390,000 compounds, 0.009% hits; active means well fitted inhibition curve with a large enough effect in the polarisation, with a control signal flat, not every such curve was filed as active; inconclusive means small, poorly fitted or top-dose-only effect, or effect the other way, or a change in a side signal; inactive means no such curve, though single readings can be large or run the other way; the % refers to the polarisation; further: potency means the concentration at half of the fitted maximal effect; on the % scale 0 is the no-effect control and ±100 the full control effect
# Target sequence (Q13526 whole entry, looked up): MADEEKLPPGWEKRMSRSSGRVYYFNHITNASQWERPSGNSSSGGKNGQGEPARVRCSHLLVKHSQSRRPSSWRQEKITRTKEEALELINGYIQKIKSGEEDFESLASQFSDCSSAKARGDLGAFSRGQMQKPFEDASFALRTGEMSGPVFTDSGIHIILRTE
# PGK inhibitor = inhibitors of T. brucei phosphoglycerate kinase; P07378; 380,000 compounds, 0.043% hits; Potency, µM (doses to about 57.5 µM), without a hit: at the top dose activity change, negative = inhibition, usual class: inhibitors; PGK/GAPDH coupled, Kinase-Glo luminescence, 60 min; further: potency means the concentration at half of the fitted maximal effect; on the % scale 0 is the no-effect control and ±100 the full control effect; nearly all actives have a fitted effect of over 60% in size
#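 Recombinant glycosomal PGK reaction used 1,3-bisphosphoglycerate generated in-well by GAPDH (100nM final) in 100mM TEA pH 7.6, 5mM MgCl2, 0.01% Tween-20. After 60 minutes at room temperature, ATP was read by Kinase-Glo Plus luminescence end-point.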
# rTrxR1 inhibitor = rat TrxR1 inhibition. O89049. recombinant rTrxR1, NADPH fluorescence consumption, selenite substrate. Potency, µM (highest dose often 114 µM), for inactives: at the highest dose activity change, negative = inhibition, most hits filed as inhibitors. 390,000 compounds, 1% hits; further: potency means the concentration at half of the fitted maximal effect; on the % scale 0 is the no-effect control and ±100 the full control effect; nearly all actives have a fitted effect of over 65% in size
#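 Rat TrxR1 (90 nM in the dispensed reagent) was pre-reduced with 400 uM NADPH for 5 min at room temperature, then incubated with compound for 15 min. After 400 uM selenite was added, NADPH fluorescence (Ex 340/Em 450 nm) was followed for 8 min.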
# TrxR1 substrate = rat thioredoxin reductase 1 substrate activity | O89049 | purified TrxR1 substrate turnover, NADPH consumption readout | Potency, µM (highest dose often 114 µM), for inactives: at the top dose activity change, negative = substrate turnover | 390,000 compounds, 0.01% hits | AID 588456; further: potency means the concentration at half of the fitted maximal effect; on the % scale 0 is the no-effect control and ±100 the full control effect; nearly all actives have a fitted effect of over 50% in size
#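 Rat TrxR1, dispensed at 90 nM, was prereduced with 400 uM NADPH (final) for 5 min at ~22 deg C, then incubated with compound 15 min before 400 uM selenite. A first-read NADPH fluorescence drop versus no-compound background flagged substrates.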
# USP1 inh = blocks the human USP1/UAF1 deubiquitinase complex. O94782. recombinant USP1/UAF1, Ub-Rhodamine cleavage fluorescence. Potency, µM (series often up to 57.1 µM), for the others: at the top dose activity change, negative = inhibition, hits mostly inhibitors. 390,000 compounds, 0.23% hits. AID 743255; further: potency means the concentration at half of the fitted maximal effect; on the % scale 0 is the no-effect control and ±100 the full control effect; nearly all actives have a fitted effect of over 60% in size; inactives centre near -12
#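 High-throughput fluorogenic screen: 1nM USP1/UAF1 complex, Ub-Rho substrate 150nM final, 50mM HEPES pH 7.8 with 0.5mM EDTA, 0.1 mg/ml BSA, 1mM TCEP and 0.01% Tween-20.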
# * marks the source's active call; other numbers are inactive results; i = inactive; ? = inconclusive; . = no result given; & = joins results of further samples; [ ] = remark or other dose. Unless noted, the call rests on the fitted dose curve; in most records, active means well fitted curve in the direction sought with a large enough effect; inconclusive means small, poorly fitted or top-dose-only effect, or another doubt; inactive means no such curve, though single readings can be large; an effect the other way counts as inactive or inconclusive.
[1] CN(CC(=O)Nc1cccc(F)c1)C(=O)c1ccc(C2SCCS2)cc1
[2] COc1ccccc1-c1cc2nc(C)cc(C)n2n1
[3] Cc1ccccc1NC(=O)C1CCN(C(=O)N2CCOc3ccccc32)CC1
[4] CCCN1C(C)C(C(=O)OCC)=CN(Cc2ccc(Br)cc2)S1(=O)=O (centres undefined)
[5] O=C(Nc1cccc(C(=O)O)c1)/C(=C\c1ccc2c(c1)OCO2)NC(=O)c1ccco1
[6] Cc1ccc(N2CC(C(=O)NC3CCCCCC3)CC2=O)cc1 (centres undefined)

Assay by compound,1,2,3,4,5,6
PI4K2A inh,-11,0,-1,1,4,5
IDH1 R132H inh,-3%,8%,-11%,-4%,-2%,7%
HP1b chromo inh,25%,47%[activator],40%[activator],130%[activator],19%,.
GLS inh,12%,0%,-1%,-3%,7%,-2%
Pin1 inhibitor,4%,-3%,-9%,?,-5%,.
PGK inhibitor,-15%,-1%,0%,-3%,-1%,-4%
rTrxR1 inhibitor,7%,20%[57.1 µM],29%[57.1 µM],19%,-1%,.
TrxR1 substrate,-9%,14%[57.1 µM],5%[57.1 µM],-3%,-9%,.
USP1 inh,-2%,-17%,-3%,?,-14%,-12%

# Retrieved by compound from the list above (2):
[1] CN(CC(=O)Nc1cccc(F)c1)C(=O)c1ccc(C2SCCS2)cc1
[3] Cc1ccccc1NC(=O)C1CCN(C(=O)N2CCOc3ccccc32)CC1

Assay by compound,1,3
PI4K2A inh,-11,-1
IDH1 R132H inh,-3%,-11%
HP1b chromo inh,25%,40%[activator]
GLS inh,12%,-1%
Pin1 inhibitor,4%,-9%
PGK inhibitor,-15%,0%
rTrxR1 inhibitor,7%,29%[57.1 µM]
TrxR1 substrate,-9%,5%[57.1 µM]
USP1 inh,-2%,-3%

# Next section.
[7] CC(=O)N(CCc1cccc(C)c1)Cc1cc2cc(C)ccc2[nH]c1=O
[8] CCOC(=O)C(C(=O)OCC)C(C[N+](=O)[O-])c1ccccc1 (centres undefined)
[9] CCCn1c(N)c(C(=O)COC(=O)c2cccc(S(=O)(=O)N3CCOCC3)c2)c(=O)[nH]c1=O
[10] O=C(COc1cccnc1[N+](=O)[O-])Nc1ccc2c(c1)OCO2
[11] C/C(=N\NC(=O)c1ccn(C)n1)c1ccc(NC(=O)C2CCC2)cc1
[12] COc1ccc(CC(=O)NCc2ccc3c(c2)CCN3C(C)=O)cc1

Assay by compound,7,8,9,10,11,12
PI4K2A inh,-2,-2,-6,1,-7,-3
IDH1 R132H inh,8%,6%,-6%,-14%,4%,-11%
HP1b chromo inh,36%,31%,28%,44%[activator],18%,21%
GLS inh,3%,-1%,10%,2%,3%,-16%
Pin1 inhibitor,-3%,3%,-7%,-1%,0%,-3%
PGK inhibitor,7%,-3%,-4%,3%,-14%,-7%
rTrxR1 inhibitor,7%,4%,7%,-9%,17%,1%[57.1 µM]
TrxR1 substrate,2%,-3%,-3%,-7%,5%,-4%[57.1 µM]
USP1 inh,-2%,-15%,-18%,0%,-9%,-5%

[13] Cc1ccc(-c2n[nH]c(=S)c3ccccc23)cc1
[14] CCOCCCNC(=O)CN1C(=O)CSc2cc(S(=O)(=O)N3CCCCCC3)ccc21
[15] c1ccc2sc(N3CCCCC3)nc2c1
[16] Cc1ccc2nc(SCn3nnc4ccccc4c3=O)[nH]c2c1
[17] CCCS(=O)(=O)N1CCc2cc(OC)c(OC)cc2C1
[18] COc1ccc(NC(=O)C2CC(=O)OC2(C)C)cc1 (centres undefined)

Assay by compound,13,14,15,16,17,18
PI4K2A inh,-4,-1,-2,-4,1,-4
IDH1 R132H inh,5%,9%,-1%,5%,2%,7%
HP1b chromo inh,57%[activator],5%,22%[57 µM],31%,20%,17%
GLS inh,9%,4%,2%,-2%,-16%,3%
Pin1 inhibitor,-5%,3%,4%,2%,-2%,4%
PGK inhibitor,-1%,-10%,1%,-2%,-1%,.
rTrxR1 inhibitor,13%,29%,12%[57.1 µM],4%[57.1 µM],-15%,27%
TrxR1 substrate,4%,15%,8%[57.1 µM],-6%[57.1 µM],-2%,10%
USP1 inh,-15%,-5%,?,-5%,-13%,-7%

[19] COc1ccc(N2CC(C(=O)N3CCN(c4ccccc4F)CC3)CC2=O)cc1 (centres undefined)
[20] CCOC(CNC(=O)Cc1c(C)nc2c(-c3ccccc3)c(C)nn2c1C)OCC
[21] Cn1c(Cn2c(=O)sc3ccccc32)nnc1SCC(=O)NCCc1ccccc1
[22] C[C@H](CO)N1C[C@H](C)[C@@H](CN(C)S(=O)(=O)c2cccs2)Oc2c(NC(=O)Nc3ccccc3)cccc2C1=O
[23] O=S(=O)(c1ccccc1)c1nc(-c2cccs2)oc1SCc1ccccc1Cl
[24] Cc1ccc(C(=O)c2ccc(CC(=O)O)n2C)cc1

Assay by compound,19,20,21,22,23,24
PI4K2A inh,-2,-1,-5,-2,2,3&0
IDH1 R132H inh,0%,0%,-9%,12%,7%,-4%
HP1b chromo inh,-16%,29%,30%,69%[activator],42%[activator],28%
GLS inh,9%,-3%,7%,1%,3%,-1%
Pin1 inhibitor,?,-6%,3%,-24%,64%[activator],-5%
PGK inhibitor,0%,-10%,-1%,-8%,7%,7%
rTrxR1 inhibitor,11%,24%,8%,?,14%[2.29 µM],3%
TrxR1 substrate,1%,-1%,-2%,1%,12%[2.29 µM],-3%
USP1 inh,0%,-12%,-20%,-25%,-15%,-18%

[25] CC(=O)Nc1sc(NC(=O)c2ccc(Cl)cc2)nc1-c1cccs1
[26] CC[n+]1c(S(=O)(=O)[O-])ccc2ccc(C)cc21
[27] Cc1ccccc1CNC(=O)Cc1cccs1
[28] CS(=O)c1ccccc1COC(=O)Nc1cccc(Cl)c1 (centres undefined)
[29] CN(C(=O)c1ccc2c(c1)OCCO2)c1c(N)n(Cc2ccccc2)c(=O)[nH]c1=O
[30] CCc1c(C)c(C#N)c2nc3ccccc3n2c1NCC1CCCO1 (centres undefined)

Assay by compound,25,26,27,28,29,30
PI4K2A inh,2,3,-2,-2,4,-1
IDH1 R132H inh,1%,5%,13%,0%,0%,-1%
HP1b chromo inh,6%,39%[activator],36%,-13%,17%,57%[activator]
GLS inh,?,-13%,-2%,2%,6%,3%
Pin1 inhibitor,5%,-4%,0%,5%,1%,0%
PGK inhibitor,-9%,i,-8%,.,-2%,-5%
rTrxR1 inhibitor,-1%,37%[57.1 µM],12%,8%,-4%[57.1 µM],?
TrxR1 substrate,4%[57.1 µM],-4%,7%,-5%,0%[57.1 µM],-8%
USP1 inh,-18%,-16%,-12%,-10%,-13%,-19%

[31] C=CCN1C(=NC(=O)COc2ccccc2)SC2CS(=O)(=O)CC21 (centres undefined)
[32] CCC(C(=O)N1CCN(c2ccc(OC)cc2)CC1)n1nc(C)n2c(cc3occc32)c1=O (centres undefined)
[33] O=C(NCCN1CCOCC1)c1cn(-c2ccccc2)nc1-c1cccs1
[34] C(/C=C/C=C/Nc1ccccc1)=Nc1ccccc1
[35] CCOC(=O)Cn1c(=O)c2c(nc3n2CCCN3CCc2ccccc2)n(C)c1=O
[36] O=C(COc1ccccc1Cl)Nc1cc(Cl)ccc1Oc1ccccc1

Assay by compound,31,32,33,34,35,36
PI4K2A inh,-6,3,-3,3,-2,-8
IDH1 R132H inh,-9%,4%,3%,0%,-7%,-4%
HP1b chromo inh,27%,3%,11%,29%,0%,17%
GLS inh,3%,29%,-1%,15%,-6%,2%
Pin1 inhibitor,-3%,5%,0%,2%,-2%,0%
PGK inhibitor,-7%,6%,-9%,1%,0%,-1%
rTrxR1 inhibitor,-15%,-3%,6%[57.1 µM],-13%[57.1 µM],-15%,16%
TrxR1 substrate,-10%,-2%,-7%[57.1 µM],2%[57.1 µM],1%,0%
USP1 inh,-23%,-8%,-10%,0%,-15%,4%

[37] CCN1CCN(c2nc3ccccc3nc2NS(=O)(=O)c2ccc(NC(C)=O)cc2)CC1
[38] COc1ccc(C[C@H]2CN3C(=NC[C@@H]3Cc3ccccc3)N2CCNC(=O)CCC2CCCCC2)cc1
[39] Cn1c(=O)c2[nH]c(CN(Cc3ccccc3)Cc3ccccc3)nc2n(C)c1=O
[40] COC(=O)c1c(N(S(C)(=O)=O)S(C)(=O)=O)sc2c1CCN(c1ncc(C(F)(F)F)cc1Cl)C2
[41] O=c1[nH]c(C2CCN(S(=O)(=O)c3ccc(C(F)(F)F)cc3)CC2)nc2c1nnn2Cc1ccccc1
[42] O=C(c1cc2cc(Cl)ccc2[nH]1)N1CCN(c2ccc(F)cc2)CC1
[43] O=C(CC1S/C(=N/N=C/c2cccs2)NC1=O)Nc1ccccc1F (centres undefined)

Assay by compound,37,38,39,40,41,42,43
PI4K2A inh,2,-1,4,-6,-6,-3,0
IDH1 R132H inh,-6%,-8%,-2%,4%,0%,14%,5%
HP1b chromo inh,35%,4%,21%,-1%,-5%,16%,41%[activator]
GLS inh,2%,11%,-3%,2%,2%,-10%,-14%
Pin1 inhibitor,0%,0%,-2%,51%[activator],6%,-4%,13%
PGK inhibitor,3%,4%,-9%,0%,-10%,-6%,1%
rTrxR1 inhibitor,?,1%,-5%,5%,15%[57.1 µM],38%[activator],13%
TrxR1 substrate,-5%,-5%,-4%,1%,0%[57.1 µM],9%,-4%
USP1 inh,-4%,-8%,-20%,-12%,-13%,-30%,1%

# A portion of the library; the hit share may differ from the screen's.
